Bioassay records: PubChem BioAssay, several laboratories
FadD28 FP inh: inhibitors of Mycobacterium tuberculosis FadD28 bisubstrate binding; FadD28 bisubstrate probe binding, fluorescence polarization; inhibition, % at 12.5 µM; hit rate 0.22% among 360,000; in the data active means inhibition above about 8.5%, passing the limit was not always enough; inconclusive means no clear call, values can overlap the other calls
Yp Topo-I inh: inhibitors of Yersinia pestis topoisomerase I; Y. pestis Topo-I cleavage product accumulation, plate reader; activity, % at 10 µM; hit rate 0.064% among 360,000; in the data active means activity above about 50%, passing the limit was not always enough; inconclusive means no clear call, values can overlap the other calls; further: inactives centre near 2
TcdB inh: TcdB glycohydrolase inhibition; P18177; inhibition, % at 9.99 µM; TcdB glycohydrolase enzymatic assay, plate reader; hit rate 0.24% among 350,000; in the data active means inhibition above about 10%
Target sequence (P18177 whole entry, looked up): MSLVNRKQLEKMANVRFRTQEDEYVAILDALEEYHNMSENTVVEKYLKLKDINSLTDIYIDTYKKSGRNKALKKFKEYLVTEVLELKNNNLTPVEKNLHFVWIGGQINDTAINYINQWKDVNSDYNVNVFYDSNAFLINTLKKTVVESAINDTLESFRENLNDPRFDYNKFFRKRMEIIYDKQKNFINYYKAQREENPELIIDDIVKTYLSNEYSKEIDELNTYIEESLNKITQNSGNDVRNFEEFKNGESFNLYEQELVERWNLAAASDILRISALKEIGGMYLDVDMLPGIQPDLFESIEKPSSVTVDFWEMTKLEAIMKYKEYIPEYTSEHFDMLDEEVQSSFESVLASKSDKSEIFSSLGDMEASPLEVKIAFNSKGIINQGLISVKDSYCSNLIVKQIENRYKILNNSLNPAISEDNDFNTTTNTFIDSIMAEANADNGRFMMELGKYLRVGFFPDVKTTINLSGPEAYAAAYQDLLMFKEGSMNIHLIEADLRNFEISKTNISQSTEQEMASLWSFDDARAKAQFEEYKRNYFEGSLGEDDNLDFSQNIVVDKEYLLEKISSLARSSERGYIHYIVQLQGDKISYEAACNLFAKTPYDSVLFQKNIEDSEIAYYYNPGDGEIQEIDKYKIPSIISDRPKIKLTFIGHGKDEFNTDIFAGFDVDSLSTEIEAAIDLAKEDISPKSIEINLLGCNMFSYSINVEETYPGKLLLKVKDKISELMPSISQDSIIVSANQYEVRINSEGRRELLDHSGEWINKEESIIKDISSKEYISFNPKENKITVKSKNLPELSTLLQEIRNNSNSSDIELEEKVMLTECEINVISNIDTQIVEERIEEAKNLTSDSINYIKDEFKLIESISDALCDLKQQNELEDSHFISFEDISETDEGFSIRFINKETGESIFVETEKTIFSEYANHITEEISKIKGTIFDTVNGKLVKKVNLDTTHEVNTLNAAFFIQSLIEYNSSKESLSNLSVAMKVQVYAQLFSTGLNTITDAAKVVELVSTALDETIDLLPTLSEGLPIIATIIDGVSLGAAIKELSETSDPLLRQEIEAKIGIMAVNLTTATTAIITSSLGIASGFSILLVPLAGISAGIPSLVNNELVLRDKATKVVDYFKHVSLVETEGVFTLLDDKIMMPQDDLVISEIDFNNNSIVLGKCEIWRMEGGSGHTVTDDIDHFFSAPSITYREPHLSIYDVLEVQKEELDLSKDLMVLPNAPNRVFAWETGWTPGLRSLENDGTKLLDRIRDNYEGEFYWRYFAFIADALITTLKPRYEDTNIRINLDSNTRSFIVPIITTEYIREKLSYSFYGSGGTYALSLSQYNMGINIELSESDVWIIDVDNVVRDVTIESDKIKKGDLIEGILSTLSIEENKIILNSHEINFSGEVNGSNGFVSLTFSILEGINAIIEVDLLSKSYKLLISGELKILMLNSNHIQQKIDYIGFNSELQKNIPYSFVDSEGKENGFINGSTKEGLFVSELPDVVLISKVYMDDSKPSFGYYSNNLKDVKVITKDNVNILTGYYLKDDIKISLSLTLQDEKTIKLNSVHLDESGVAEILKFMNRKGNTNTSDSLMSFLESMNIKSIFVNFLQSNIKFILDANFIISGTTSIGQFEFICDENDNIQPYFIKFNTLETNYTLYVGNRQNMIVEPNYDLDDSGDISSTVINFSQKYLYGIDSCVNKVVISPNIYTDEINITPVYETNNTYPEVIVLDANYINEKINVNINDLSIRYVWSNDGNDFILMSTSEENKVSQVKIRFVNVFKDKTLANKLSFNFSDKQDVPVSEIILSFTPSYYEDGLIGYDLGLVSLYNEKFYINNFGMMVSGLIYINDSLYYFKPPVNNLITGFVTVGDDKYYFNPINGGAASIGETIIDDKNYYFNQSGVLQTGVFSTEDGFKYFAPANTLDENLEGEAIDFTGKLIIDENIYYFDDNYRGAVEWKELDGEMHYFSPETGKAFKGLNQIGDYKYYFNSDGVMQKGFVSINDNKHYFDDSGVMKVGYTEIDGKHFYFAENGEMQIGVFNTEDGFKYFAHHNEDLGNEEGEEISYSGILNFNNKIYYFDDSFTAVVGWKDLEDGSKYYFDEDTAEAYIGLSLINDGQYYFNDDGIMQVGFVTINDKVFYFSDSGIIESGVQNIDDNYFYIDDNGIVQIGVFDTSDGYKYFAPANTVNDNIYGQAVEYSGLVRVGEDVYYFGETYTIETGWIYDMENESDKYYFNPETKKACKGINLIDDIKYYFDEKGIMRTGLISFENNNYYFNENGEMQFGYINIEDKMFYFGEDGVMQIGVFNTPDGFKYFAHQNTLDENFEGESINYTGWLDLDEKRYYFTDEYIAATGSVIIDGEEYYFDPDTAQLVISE
FBA Mtb inh: Mtb fructose-bisphosphate aldolase inhibition | inhibition, % at 1 µM | purified M. tuberculosis FBA, fluorescence read-out | AID 588726 | hit rate 2.3% among 360,000 | P9WQA3; in the data active means inhibition above about 27%;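 further: 0% = vehicle and 100% = reference inhibitor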
Vc quorum ag: quorum light induction in luxS cqsA deficient V. cholerae; V. cholerae BH1578 lux reporter, luminescence, 6 h; activation, % at 18.7 µM; hit rate 0.16% among 350,000; AID 588436; in the data active means activation mostly above about 9.7%, no sharp cut-off; inconclusive means no clear call, values can overlap the other calls; inactive means mostly below about 3.7%; further: not every result past the cut was called active; inactives centre near 0; reference of the scale not given here
PfHsp40 rescue: rescue of PfHsp40-mediated yeast toxicity; hit rate 0.68% among 340,000; growth rescue, % at 12.5 µM; AID 504582; S. cerevisiae expressing PfHsp40, growth rescue, ATP luminescence; in the data active means growth rescue above about 28%, passing the limit was not always enough; inconclusive means no clear call, values can overlap the other calls;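 further: yeast W303a lacking pdr1 and pdr3 grown in galactose medium; growth measured after three days at 30 °C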
GDH-TPI inh: counter-screen for M. tuberculosis FBA inhibitors: GDH-TPI coupled enzymes | GDH-TPI coupled enzyme counterscreen, NADH absorbance | inhibition, % at 4.8 µM | hit rate 1.2% among 360,000 | AID 588335; in the data active means inhibition above about 30%;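 further: 0% = DMSO wells and 100% = wells lacking the enzyme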
Mtb UGM inh: blocks M. tuberculosis UGM enzyme | P9WIQ1 | purified UGM, fluorescence polarization probe displacement | inhibition, % at 10 µM | hit rate 0.06% among 320,000 | AID 504406; in the data active means inhibition above about 10%, passing the limit was not always enough; inconclusive means no clear call, values can overlap the other calls
Mtb BioA inh: BioA (M. tuberculosis) enzyme inhibition | purified M. tuberculosis BioA enzyme, plate reader | inhibition, % at 9.99 µM | hit rate 0.096% among 360,000 | AID 602481; in the data active means inhibition above about 40%; inconclusive means no clear call, values can overlap the other calls
* = called active by the depositor; i = inactive; ? = inconclusive; . = not tested or not shown. This is a random part of the collection; overall some 4.6% were active at least once.

Start of the listing, in advance, two compounds:
Sequence of screens – FadD28 FP inh, Yp Topo-I inh, TcdB inh, FBA Mtb inh, Vc quorum ag, PfHsp40 rescue, GDH-TPI inh, Mtb UGM inh, Mtb BioA inh
#1 c1ccc(C2(NC3=NCCO3)CCCCC2)cc1
→ -2.7, 2.6, 0.8, 5.3, 2.2, ., 7.1, ., -0.2
#2 COc1cc(NC(=O)Cc2nn(C)c(=O)c3ccccc23)cc(OC)c1
→ -1.6, -4.8, ., -1.1, 0.6, 0.0, 4.0, 1.0, -0.6

This part in full, from the first entry:
Sequence of screens – FadD28 FP inh, Yp Topo-I inh, TcdB inh, FBA Mtb inh, Vc quorum ag, PfHsp40 rescue, GDH-TPI inh, Mtb UGM inh, Mtb BioA inh
#1 c1ccc(C2(NC3=NCCO3)CCCCC2)cc1
→ -2.7, 2.6, 0.8, 5.3, 2.2, ., 7.1, ., -0.2
#2 COc1cc(NC(=O)Cc2nn(C)c(=O)c3ccccc23)cc(OC)c1
→ -1.6, -4.8, ., -1.1, 0.6, 0.0, 4.0, 1.0, -0.6
#3 CC(C)COP(=O)(c1ccc(N(C)C)cc1)C(O)c1ccccc1F (configuration not stated)
→ -0.8, 6.0, ., -0.9, ., 5.6, 2.9, 0.4, -0.1
#4 Cc1ccc(C)c(S(=O)(=O)N2CCCOC2CNC(=O)C(=O)NCc2cccnc2)c1 (configuration not stated)
→ 2.4, -2.1, 0.5, 0.1, i, 0.5, 1.3, 2.8, -1.4
#5 COc1ccc(C(=O)NC(C)c2cccnc2)cc1S(=O)(=O)N(C)Cc1ccccc1 (configuration not stated)
→ 0.5, 19.2, 0.7, -1.4, i, -0.8, -9.9, 6.0, 1.8
#6 COc1cccc(OCc2cc(C(=O)N3CCC(c4ccncc4)CC3)no2)c1
→ -0.6, 8.3, -2.2, 3.8, i, -1.3, -10.3, 0.4, 1.8
#7 COc1ccc2ccc(=O)oc2c1CC(O)C(C)(C)O (configuration not stated)
→ -1.6, -7.6, -0.4, 66.2*, -0.3, 0.3, 13.7, -2.2, -0.4
#8 Cc1ccc([C@H]2C[C@H](n3cc(COC(=O)c4ccccc4)nn3)[C@@H](O)CN2Cc2cccs2)cc1
→ -4.0, 27.7, -4.8, -1.6, i, ., 1.4, ., -2.7
#9 CC(C)[C@H](NC(=O)N1CC(=O)Nc2ccccc21)C(=O)N[C@@H](Cc1ccccc1)C(=O)O
→ -3.3, 3.4, 0.5, -1.1, -0.4, 0.7, 8.8, -3.0, -1.1
#10 NC(=O)c1cc(C(=O)c2cccc(Cl)c2Cl)c[nH]1
→ -1.7, 2.5, 0.8, -1.2, -0.3, -0.2, -2.8, 0.9, .
#11 CCn1c(O)c(C(=O)CC2NCCc3ccccc32)c(=O)n(CC)c1=S (configuration not stated)
→ 0.2, -12.5, ., -6.8, i, 0.6, 13.3, -2.3, -0.4
#12 COc1ccc(NC2CCN(C3CC(=O)N(c4ccc(F)c(Cl)c4)C3=O)CC2)cc1 (configuration not stated)
→ -2.1, 11.5, ., -3.0, -3.6, ?, -1.5, 2.3, -0.2
#13 Cc1ccccc1C(=O)Nc1cccc(NC(=O)c2ccccc2[N+](=O)[O-])c1
→ -2.9, 1.3, 0.8, -0.3, -0.4, 0.9, 4.3, 0.8, -1.8
#14 O=C(OC(c1ccccc1)c1nccc2ccccc12)c1cccc([N+](=O)[O-])c1 (configuration not stated)
→ -0.2, 15.4, 0.4, 1.2, -0.3, -1.0, 2.6, 1.6, .
#15 Cc1ccc(S(=O)(=O)N(C)C)cc1NC(=O)COC(=O)C1CCN(S(=O)(=O)c2cccs2)CC1
→ -3.4, 24.2, 0.7, -2.1, i, -0.1, 2.9, 2.0, .
#16 CCOC(=O)C1=C(CSc2nc(C)ccc2C#N)OC(N)=C(C#N)C1c1cccc(OC)c1OC (configuration not stated)
→ -0.1, 26.9, ., 1.4, -0.6, 2.1, 6.8, -2.2, -0.9
#17 Cc1noc(C)c1COc1ccc(C(=O)OCC(=O)Nc2cccc(S(=O)(=O)N3CCOCC3)c2)cc1
→ 0.7, 15.5, ., -1.3, i, -0.7, -1.8, -1.8, .
#18 O=C1c2ccccc2OC2(C=Cc3ccccc3O2)N1Cc1ccccc1 (configuration not stated)
→ -0.5, -9.8, ., -0.6, i, 1.7, 0.6, -2.3, -5.3
#19 COc1ccc(CCNCc2cc(OC)cc(OC)c2)cc1
→ -4.9, 3.3, 1.0, -4.3, -5.3, ., -1.3, ., -0.4
#20 COCCNC(=O)C1Cc2c(-c3ccc(NC(C)=O)cc3)ccnc2O1 (configuration not stated)
→ -1.3, 2.3, 0.9, 12.2, -0.5, ., 1.8, ., -0.3
#21 O=C(NN1C(=O)C2C3C=CC(C4CC34)C2C1=O)c1ccc(Cl)c(Cl)c1 (configuration not stated)
→ 0.1, 8.8, ., 0.5, -3.7, 12.7, 6.2, -1.7, -1.3
#22 CSc1cccc(CN2CCC(CO)(Cc3ccccc3)CC2)c1
→ 0.2, 7.1, 1.0, -0.1, -1.2, -1.1, 8.7, -0.7, .
#23 CC1CCCC(C)N1C(=O)c1cc(-c2ccco2)on1 (configuration not stated)
→ -1.6, 1.9, -0.4, -0.9, -0.4, -0.5, 10.4, -0.4, 0.7
#24 COC(=O)C(C)n1cnc2c(nnn2-c2ccc(F)cc2)c1=O (configuration not stated)
→ -0.8, -1.5, -0.3, -1.6, -0.1, 0.6, 2.4, -0.6, -1.3
#25 N/C(=N\O)c1cn(Cc2ccccc2Cl)c2ccccc12
→ -5.2, 1.6, 2.0, 0.9, -0.3, -0.6, 5.6, 1.7, 0.5
#26 O=C(Nc1ccccc1)c1ccc(NCC2CCCO2)c([N+](=O)[O-])c1 (configuration not stated)
→ -0.9, -1.2, ., 1.0, -0.2, -1.6, 0.0, 0.2, 0.1
#27 COc1cc(/C=C/C(=O)OC2CC3CCC2(C)C3(C)C)ccc1O (configuration not stated)
→ -1.2, 24.4, 1.4, 2.6, -0.4, 4.7, 7.8, 1.6, -1.1
#28 Cc1occc(=O)c1OCc1ccc(Cl)cc1Cl
→ 0.5, 12.3, -0.1, -0.7, i, -2.1, 4.4, -1.2, 2.9
#29 CCNc1c(NS(=O)(=O)c2ccc(Br)s2)c(=O)oc2ccccc12
→ -2.4, 4.4, 0.8, 1.1, -0.2, -1.4, 8.1, -1.5, -6.1
#30 COc1cccc(C(C)NC(=S)NCc2ccc(Cl)cc2)c1 (configuration not stated)
→ -1.1, 5.5, 2.8, -0.5, -0.1, -0.5, -1.3, -1.1, .

Nos. 25–28, reprinted for reference:
Sequence of screens – FadD28 FP inh, Yp Topo-I inh, TcdB inh, FBA Mtb inh, Vc quorum ag, PfHsp40 rescue, GDH-TPI inh, Mtb UGM inh, Mtb BioA inh
#25 N/C(=N\O)c1cn(Cc2ccccc2Cl)c2ccccc12
→ -5.2, 1.6, 2.0, 0.9, -0.3, -0.6, 5.6, 1.7, 0.5
#26 O=C(Nc1ccccc1)c1ccc(NCC2CCCO2)c([N+](=O)[O-])c1 (configuration not stated)
→ -0.9, -1.2, ., 1.0, -0.2, -1.6, 0.0, 0.2, 0.1
#27 COc1cc(/C=C/C(=O)OC2CC3CCC2(C)C3(C)C)ccc1O (configuration not stated)
→ -1.2, 24.4, 1.4, 2.6, -0.4, 4.7, 7.8, 1.6, -1.1
#28 Cc1occc(=O)c1OCc1ccc(Cl)cc1Cl
→ 0.5, 12.3, -0.1, -0.7, i, -2.1, 4.4, -1.2, 2.9

Other entries.
Sequence of screens – FadD28 FP inh, Yp Topo-I inh, TcdB inh, FBA Mtb inh, Vc quorum ag, PfHsp40 rescue, GDH-TPI inh, Mtb UGM inh, Mtb BioA inh
#31 Cc1ccc(OCCCC(=O)N(C)CC(=O)Nc2c(C)cccc2C)cc1
→ -0.5, 6.9, -1.8, -1.2, i, ., 5.5, ., -1.1
#32 COc1ccc(Oc2ccc(/C=C/C(=O)c3cccc(OC)c3)cc2[N+](=O)[O-])cc1
→ 0.1, -4.9, -0.5, 6.0, i, 0.3, 4.5, -0.2, -1.4
#33 COc1ccc(F)cc1COc1nc(C)nc2ccccc12
→ -2.5, -3.3, 1.6, -0.6, -0.2, 1.0, -4.2, 4.0, 0.4
#34 O=C(COC(=O)c1ccccc1O)Nc1ncc(Cl)cc1Cl
→ -1.1, -14.3, 0.1, -1.8, 0.8, -1.0, -7.3, 0.5, -1.6
#35 NS(=O)(=O)c1cccc(NC(=O)CN2C(=O)C(=O)N(Cc3ccccc3)C2=O)c1
→ 1.7, 6.7, 0.9, 0.9, 0.0, 1.2, -3.9, 1.6, -0.2
#36 CC(C)C(NS(=O)(=O)c1ccc2c3c(cccc13)C(=O)N2)C(=O)O (configuration not stated)
→ -2.2, -7.8, 2.1, 15.2, -0.3, 0.3, 15.0, -0.1, 0.4
#37 CCC1CCCCN1CCCNC(=O)CN1C(=O)COc2ccccc21 (configuration not stated)
→ -2.7, -0.1, -2.5, 0.5, -3.8, -0.9, 0.3, -0.7, -0.4
#38 COC(=O)CCCC1=CC2=C(c3ccccc3)C(=O)C(C)(OC(=O)C3CCCC3)C(=O)C2=CN1CC(C)C (configuration not stated)
→ 0.2, -5.3, -0.4, 3.0, i, 1.7, 16.4, 2.8, -3.8
#39 COc1ccc(N2CCOCC2)c(NC(=O)COc2cccc(C)c2)c1
→ -1.2, 3.6, -0.1, 1.5, 0.6, 0.2, -0.7, 0.3, -0.7
#40 COc1ccccc1N(CC(=O)NCCSCc1ccco1)S(=O)(=O)c1ccccc1
→ -3.8, 34.9, -0.4, -0.4, -3.1, 1.8, 5.5, -0.2, 0.3
#41 CCn1c(/C=C/c2ccccc2C)nc2ccccc2c1=O
→ -3.8, 26.1, 0.5, 2.3, -0.4, -0.3, 10.1, 1.4, 1.8
#42 O=C(Nc1ccncc1)c1cccc(S(=O)(=O)N2CCOCC2)c1
→ -1.9, -8.4, 0.4, -5.1, -0.4, 0.9, -14.5, -2.7, .
#43 COc1cccc(NC(=O)Cc2nnc(SCC(=O)NC3CCCCC3)n2C)c1
→ -1.4, 9.2, 1.0, 0.3, -0.2, -0.9, 5.2, 1.4, .
#44 COc1ccc(Cl)cc1NS(=O)(=O)c1cn(C)nc1C
→ -3.3, -9.5, 0.7, 2.7, i, 1.0, 3.7, 0.9, -2.6
#45 CC(C)Oc1ccc(CN2CCC(n3nccc3NC(=O)C3CC3)CC2)cc1
→ -2.7, -2.4, 0.0, -2.4, i, -1.3, -2.8, 1.3, -0.1
#46 COc1cc(/C=N/O)cc(Br)c1OCc1ccc(Cl)cc1
→ -5.2, -8.0, 2.0, 0.6, -0.2, -1.1, -9.8, -3.2, -1.0
#47 Cc1ccc(NC(=O)Cn2nc(C)c3ccccc3c2=O)cc1
→ -2.1, 1.8, ., 1.6, -0.3, -0.9, -9.7, 2.6, .
#48 CCOCC(=O)Nc1ccc(S(=O)(=O)N2CCOCC2)cc1
→ 0.3, -4.2, ., 0.7, -6.3, 0.0, -8.0, -0.5, 0.5
#49 COC(=O)c1cccc(NC(=O)CSc2nnnn2C)c1
→ -3.8, -7.0, ., -9.4, -5.9, -0.2, -10.2, 3.2, -1.5
#50 O=C1CN(C(=O)c2ccccc2)c2ccccc2N1
→ 0.4, 7.3, ., 2.9, 3.9, 0.5, 3.1, -0.1, -0.8
#51 CC(C)[C@H](NC(=O)c1ccccc1F)C(=O)Nc1nc2c(s1)CCCC2
→ -2.9, -2.2, 1.4, 3.8, -0.6, 0.7, 1.0, -5.9, .
#52 CC(=O)Nc1cc(=O)c2cccnc2[nH]1
→ -3.2, 9.7, 0.0, 7.4, -0.8, 0.0, 15.1, ., -1.4
#53 COc1cccc(CNS(=O)(=O)c2ccc3c(c2)CC(C)N3C(C)=O)c1 (configuration not stated)
→ -1.2, 0.0, 0.5, 4.3, -0.4, -0.2, 22.1, 0.9, -1.1
#54 COc1ccc(Cl)cc1N1Cc2ccccc2C1
→ 3.1, 0.1, ., 1.4, -8.0, -0.7, 1.9, -0.3, -0.4
